# JMJD2A Tudor: inhibitors of human JMJD2A Tudor domain | O75164 | AlphaScreen JMJD2A-Tudor / H3K4me3 peptide binding | Potency, µM (top dose mostly 114 µM), without a hit: top-dose activity change, negative = inhibition, hits mostly inhibitors | 390,000 compounds, 4.4% hits | AID 504339; also: % is scaled to controls: 0 for no effect and ±100 for the full control effect; nearly all actives have a fitted effect of over 50% in size
# HP1b chromo inh: inhibitors of HP1-beta chromodomain binding to methylated histone tails; AlphaScreen HP1-beta / biotin-H3K9me3 peptide binding; Potency, µM (doses to about 114 µM), for the others: top-dose activity change, negative = inhibition, hits mostly inhibitors; 390,000 compounds, 0.56% hits; AID 540317; also: nearly all actives have a fitted effect of over 70% in size; inactives centre near 23
# Target sequence (P83916 whole entry, looked up): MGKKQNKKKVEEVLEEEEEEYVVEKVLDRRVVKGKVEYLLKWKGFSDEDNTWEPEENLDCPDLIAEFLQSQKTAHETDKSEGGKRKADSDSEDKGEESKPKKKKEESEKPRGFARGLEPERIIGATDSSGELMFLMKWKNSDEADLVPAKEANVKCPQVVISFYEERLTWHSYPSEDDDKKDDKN
#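 AlphaScreen: HP1-beta (50 nM) preformed 30 min with biotin-H3(1-18)K9me3 peptide (50 nM) in PBS pH 7.4, 0.01% Tween-20. Compound added for 30 min at RT, then streptavidin donor/nickel chelate acceptor beads (10 ug/mL) for 30 min.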
# ERG-DNA inh: ERG Ets/DNA interaction inhibition | AID 624246 | Potency, µM (highest dose often 76.9 µM), for the others: at the top dose FP activity, negative = inhibition, actives largely listed as inhibitors | fluorescence polarization, His-ERG Ets domain / labelled DNA | 370,000 compounds, 0.028% hits | P11308; active = well fitted inhibition curve with a large enough effect in the polarisation, with a control signal flat; inconclusive = small, poorly fitted or top-dose-only effect, or effect the other way, or a change in a side signal; inactive = no such curve, though single readings can be large or run the other way; the % refers to the polarisation;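 also: polarization taken with two DNA probes labelled with fluorescein and Texas red; % of control where 0% means no effect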
# Target sequence (P11308 whole entry, looked up, the tested form may be a part): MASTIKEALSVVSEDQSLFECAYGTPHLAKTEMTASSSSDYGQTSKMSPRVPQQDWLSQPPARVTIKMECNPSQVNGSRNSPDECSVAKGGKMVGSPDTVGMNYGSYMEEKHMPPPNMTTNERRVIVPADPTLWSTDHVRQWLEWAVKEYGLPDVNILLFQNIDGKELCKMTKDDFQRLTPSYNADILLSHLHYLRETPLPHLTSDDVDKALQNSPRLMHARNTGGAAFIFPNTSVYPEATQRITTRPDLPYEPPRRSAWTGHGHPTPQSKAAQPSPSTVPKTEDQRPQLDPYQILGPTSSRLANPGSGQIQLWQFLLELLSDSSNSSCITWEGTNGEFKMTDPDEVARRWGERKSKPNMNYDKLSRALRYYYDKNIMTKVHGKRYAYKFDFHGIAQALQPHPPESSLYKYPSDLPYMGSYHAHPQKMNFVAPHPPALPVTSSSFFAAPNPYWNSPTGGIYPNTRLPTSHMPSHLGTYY
#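 His-tagged ERG Ets domain (1 uM in the protein solution; 300mM KCl, 50mM Tris-HCl, 1mM EDTA, 1mM DTT, pH 7.5) received compound, then a probe mix of 5 nM fluorescein-DNA and 100nM Texas-615-DNA. Fluorescence polarization was read for both dyes.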
# GLS inhibitor: blocks human kidney-isoform glutaminase activity; O94925; GLS enzymatic activity, qHTS titration; Potency, µM (titrated, usually from 45.5 µM), without a hit: top-dose activity change, negative = inhibition, most hits filed as inhibitors; 410,000 compounds, 0.21% hits; AID 624170; also: % is scaled to controls: 0 for no effect and ±100 for the full control effect
#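 Two-point fluorescence kinetic (t0, 30 min RT) for hKGA; glutamate detected via glutamate oxidase–HRP–Amplex Red. Substrate: 1 mM L-glutamine solution; buffer 45 mM KH2PO4, pH 8.2.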
# RGS4 inhibitor: human RGS4 inhibition; P49798; Transcreener GDP fluorescence polarization, RGS4-accelerated GTP hydrolysis; Potency, µM (doses to about 114 µM), inactives show at the highest dose activity change, negative = inhibition, most hits filed as inhibitors; 390,000 compounds, 0.039% hits; AID 504845; also: % is scaled to controls: 0 for no effect and ±100 for the full control effect; nearly all actives have a fitted effect of over 75% in size; some results filed as inactive show a strong effect at the top dose
# Target sequence (P49798 whole entry, looked up): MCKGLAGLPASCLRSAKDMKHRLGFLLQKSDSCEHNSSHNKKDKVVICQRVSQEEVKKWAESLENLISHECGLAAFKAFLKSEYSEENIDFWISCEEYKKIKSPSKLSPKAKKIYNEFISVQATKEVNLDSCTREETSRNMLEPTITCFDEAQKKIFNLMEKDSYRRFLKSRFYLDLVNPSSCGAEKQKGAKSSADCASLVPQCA
#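 MLSMR compounds (23 nl, pin-transferred) preincubated 10 min at room temperature with a 500nM (2x) first reagent, then RGS4 at 900nM (2x) plus Transcreener GDP mix added; fluorescence polarization (620/688 nm) read before and after 90 min at 30 °C.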
# rTrxR1 inhibitor: blocks rat thioredoxin reductase 1. Potency, µM (doses to about 114 µM), without a hit: at the highest dose activity change, negative = inhibition, hits mostly inhibitors. O89049. 390,000 compounds, 1% hits. recombinant rTrxR1, NADPH fluorescence consumption, selenite substrate; also: % is scaled to controls: 0 for no effect and ±100 for the full control effect; nearly all actives have a fitted effect of over 65% in size
#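 Rat TrxR1 (90 nM in the dispensed reagent) was pre-reduced with 400 uM NADPH for 5 min at room temperature, then incubated with compound for 15 min. After 400 uM selenite was added, NADPH fluorescence (Ex 340/Em 450 nm) was followed for 8 min.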
# PGK inhibitor: blocks T. brucei phosphoglycerate kinase. 380,000 compounds, 0.043% hits. AID 602233. P07378. Potency, µM (series often up to 57.5 µM), for inactives: at the highest dose activity change, negative = inhibition, hits mostly inhibitors. PGK/GAPDH coupled, Kinase-Glo luminescence, 60 min; also: % is scaled to controls: 0 for no effect and ±100 for the full control effect; nearly all actives have a fitted effect of over 60% in size
#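 Recombinant glycosomal PGK reaction used 1,3-bisphosphoglycerate generated in-well by GAPDH (100nM final) in 100mM TEA pH 7.6, 5mM MgCl2, 0.01% Tween-20. After 60 minutes at room temperature, ATP was read by Kinase-Glo Plus luminescence end-point.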
# ALOX12 inh: blocks human arachidonate 12S-lipoxygenase; P18054; purified 12hLO, xylenol orange hydroperoxide absorbance; Potency, µM (highest dose often 108 µM), for inactives: at the top dose activity change, negative = inhibition, most hits filed as inhibitors; 580,000 compounds, 1.1% hits; AID 1671190; also: % is scaled to controls: 0 for no effect and ±100 for the full control effect
#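 Hydroperoxide product was detected by ferrous iron/xylenol orange as the 573 to 405 nm absorbance ratio. Arachidonic acid at 40 uM (final) was turned over for 30 min at room temperature by 150 nM human 12hLO, pH 7.0 Hepes buffer, after 15 min compound preincubation.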
# Pin1 inh: inhibitors of human Pin1; Q13526; Pin1 FP peptide displacement, HiFluor488, 10 min; Potency, µM (doses to about 115 µM), for inactives: top-dose activity, negative = inhibition, hits mostly inhibitors; 390,000 compounds, 0.009% hits; AID 504891; active = well fitted inhibition curve with a large enough effect in the polarisation, with a control signal flat, not every such curve was filed as active; inconclusive = small, poorly fitted or top-dose-only effect, or effect the other way, or a change in a side signal; inactive = no such curve, though single readings can be large or run the other way; the % refers to the polarisation; also: % is scaled to controls: 0 for no effect and ±100 for the full control effect
# Target sequence (Q13526 whole entry, looked up): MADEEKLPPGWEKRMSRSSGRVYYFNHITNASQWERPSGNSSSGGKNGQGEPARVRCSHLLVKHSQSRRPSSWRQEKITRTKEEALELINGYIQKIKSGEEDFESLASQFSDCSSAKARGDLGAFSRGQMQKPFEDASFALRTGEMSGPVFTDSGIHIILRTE
# The depositor's hits bear a star; i = inactive; ? = inconclusive; . = no result given; & = joins results of further samples; [ ] = another dose, or the depositor's remark. Unless noted, calls follow the shape of the dose curve; as a rule, active = well fitted curve in the direction sought with a large enough effect; inconclusive = small, poorly fitted or top-dose-only effect, or another doubt; inactive = no such curve, though single readings can be large; an effect the other way counts as inactive or inconclusive. Potency is read from the fitted curve at half-maximal effect.
SMILES	JMJD2A Tudor	HP1b chromo inh	ERG-DNA inh	GLS inhibitor	RGS4 inhibitor	rTrxR1 inhibitor	PGK inhibitor	ALOX12 inh	Pin1 inh
O=C(NCc1ccc2c(c1)OCO2)c1ccc(Cl)c(S(=O)(=O)NCc2ccccc2)c1	-15%	29%	1%	8%	-46%	0%	i	7%	33%[activator]
CC(=O)Nc1ccc(S(=O)(=O)N2CCN(c3nc(NC4CCCC4)c4ccccc4n3)CC2)cc1	-22%	15%	0%	8%	13%	22%[57.1 µM]	12%	?	2%
O=C(CN(Cc1ccccc1)C(=O)c1csnn1)NCc1ccc2c(c1)OCO2	-11%	14%	1%	-12%	-10%	0%[57.1 µM]	0%	6%	5%
O=C1C2C3CCC(C3)C2C(=O)N1Cc1ccccc1 (stereo unspecified)	-12%	18%	.	-4%	-4%	12%	2%	-25%	-1%
CCOc1ccc(NC(=O)N2CCC(NC(=O)C(Cc3cccc(F)c3)NC(C)=O)CC2)cc1 (stereo unspecified)	-14%	2%	-5%	10%	13%	20%	i	-26%	-2%
CCOC(=O)N1CCN(C(=O)c2ccc(NS(C)(=O)=O)cc2)CC1	-8%	22%	3%	1%	-1%	-10%	6%	13%	0%
Cc1ccc(S(=O)(=O)NC(=O)NCCc2ccccc2)cc1	-16%	37%[activator]	12%	6%	4%	9%[57.1 µM]	-7%	-15%	-3%
Cc1cc(C)cc(C(=O)Nc2ccc(N3CCN(S(C)(=O)=O)CC3)cc2)c1	7%	34%	23%	2%	0%	39%	i	-2%	-6%
C(=N\c1nccs1)/c1c[nH]c2ccccc12	-19%	29%	-11%	-3%	-42%	1%[57.1 µM]	-2%	?	-5%
COc1ccc2c(CNCCc3cccs3)c(C(=O)O)n(Cc3ccccc3C)c2c1	-26%	-1%	0%	-4%	20%	13%	i	-6%	?
COc1ccc(Cc2nnc(N/N=C/c3ccccc3O)[nH]c2=O)cc1OC	28µM*	42%[activator]	4%	17%	9%	11%	-10%	0%	2%
CC(C)COc1nc2ccccc2nc1N1CCN(C)CC1	-7%	18%	11%	-18%	18%	22%	-6%	?	-2%
O=C(CN1CCN(CCOCCO)CC1)N1c2ccccc2Sc2ccc(Cl)cc21	-26%	8%	4%	5%	-1%	-13%	-7%	.	-3%
CN(C)c1ccc(NC(=O)COC(=O)CCC(=O)c2ccc(F)cc2)cc1	?	-2%	4%	24%	-16%	14%	-7%	-8%	0%
CCOC(=O)c1cnn(-c2ccc(OC)cc2)c1C1CCN(C(=O)OC(C)(C)C)CC1	-4%	41%[activator]	11%	-3%	-11%	8%	-7%	14µM*	4%
CCCS(=O)(=O)N1CCN=C1SCc1cccc(C)c1	17%	53%[activator]	-5%	-6%	-7%	17%	-3%	-9%	4%
CCN(CC)C(=O)C1CCCN(c2ccc([N+](=O)[O-])cc2)C1 (stereo unspecified)	-11%	1%	-3%	1%	-19%	-13%[57.1 µM]	7%	?	8%
COc1ccc(Cn2c(CCC(=O)Nc3ccc(OC)c(Cl)c3)nc3cccnc32)cc1	3%	20%	3%	0%	-23%	-1%	i	?	15%
Cc1ccc(S(=O)(=O)c2cc3c(=O)n4cccc(C)c4nc3n(CC3CCCO3)c2=N)cc1C (stereo unspecified)	-3%	1%	-6%	13%	18%	13%	6%	2%	-8%
CNS(=O)(=O)c1cnccc1N1CCN(c2cccc(C(F)(F)F)c2)CC1	-25%	14%	-7%	7%	-13%	12%	-10%	0%	-1%
CCc1noc(C)c1C(=O)Nc1nc(-c2ccc(NC(C)=O)cc2)cs1	-9%	10%	13%	13%	8%	-7%	4%	-13%	6%
COc1ccc(NC(=O)CCc2nnc3ccc(N4CCC(C)CC4)nn23)cc1OC	-3%	38%	21%	-1%	-11%	22%	-4%	16%	4%
O=C1C2CCC(C2)C1CN1CCOCC1 (stereo unspecified)	-1%	10%[57 µM]	-8%	-5%	-14%	-5%[2.29 µM]	-7%	7%	-4%
O=C(CN1CCN(S(=O)(=O)c2ccc(Cl)cc2)CC1)Nc1ccc2c(c1)CCC2	-23%	29%	-3%	-4%	-5%	-4%	-9%	-12%	39%[activator]
Cc1cccc(NS(=O)(=O)c2ccc(C)c(C(=O)NNC(=O)c3csc(N4CCOCC4)n3)c2)c1	-23%	26%	-1%	18%	2%	11%	0%	406%[activator]	3%
CCN1CCN(c2ncnc3sc(C(=O)Nc4ccccc4F)c(C)c23)CC1	-7%	19%	-8%	-3%	1%	8%[57.1 µM]	-4%	143%[activator]	-2%
O=S(=O)(Nc1ccc(Br)cn1)c1ccc(Cl)s1	5%	16%	10%	10%	10%	-1%	-5%	442%[activator]	3%
CCCN(C(=O)c1cc(CC)c(C)s1)c1c(N)n(Cc2ccccc2)c(=O)[nH]c1=O	-12%	-3%	1%	-2%	-4%	-10%	i	?	-8%
COCCNc1cc(-c2ccccc2)nc2cc(-c3cccc(F)c3)nn12	65%[activator]	149%[activator]	10%	-3%	-6%	139%	-6%	0%	-2%
CC(CCO)Nc1nc2c(c(=O)n(C)c(=O)n2C)n1Cc1ccc(Br)cc1 (stereo unspecified)	-19%	25%	-8%	9%	5%	8%	8%	-21%	?

SMILES	JMJD2A Tudor	HP1b chromo inh	ERG-DNA inh	GLS inhibitor	RGS4 inhibitor	rTrxR1 inhibitor	PGK inhibitor	ALOX12 inh	Pin1 inh
O=C(Nc1ccc(OCC(F)(F)C(F)F)c(C(F)(F)F)c1)c1ccccc1O	-11%	43%[activator]	-3%	1%	-47%	11%	-5%	-26%	17%
C=CCn1c(=O)c2c(nc(-n3nc(C)cc3C)n2C)n(C)c1=O	-24%	27%	6%	0%	-24%	43%[activator]	-2%	0%	-3%
CCOc1ccc(CCNC(=O)Nc2ccccc2C)cc1OCC	3%	66%[activator]	-13%	-3%	4%	17%	.	0%	-3%
CCOc1ccc(OCCC(=O)OCC(=O)Nc2ccc3c(c2)OCCO3)cc1	-28%	-11%	12%	-1%	-14%	-1%	i	-20%	-9%
Cc1ccnc(SCCn2c(N3CC(C)OC(C)C3)nc3c2c(=O)n(C)c(=O)n3C)n1 (stereo unspecified)	-17%	31%	-6%	12%	9%	10%[57.1 µM]	5%	1%	18%
CCOc1ccccc1N(CC(=O)Nc1ccccc1C(=O)NCc1ccco1)S(C)(=O)=O	-26%	11%	.	3%	-26%	27%	-1%	13%	-4%
Cc1cc(C2=NNC(=Nc3ccc(S(=O)(=O)N4CCOCC4)cc3)SC2)c(C)n1CC1CCCO1 (stereo unspecified)	?	?	-3%	-4%	?	8%[57.1 µM]	-5%	?	13%
Cc1c(C(=O)NCCN(C)C)oc2ccc(S(=O)(=O)N3CCC4(CC3)OCCO4)cc12	3%	21%	10%	-5%	-11%	5%[57.1 µM]	-6%	-19%	-1%
CCCN(CCC)CCNC(=O)CN1C(=O)COc2ccc(S(=O)(=O)N3CCOCC3)cc21	7%&-18%	30%&9%	6%&-3%	16%&14%	51%&-10%	17%&18%	0%&0%	35%&-11%[activator]	-2%&2%
CN(C)CCNc1nc2sc3c(c2c(=O)n1CCc1ccccc1)CCCCC3	50µM*	-24%	-5%	11%	-29%	17%	-8%	?	-2%
Nn1c(SCC(=O)N2CCOCC2)nnc1-c1cccnc1	-18%	29%	98%[activator]	-5%	5%	10%	2%	-6%	?
COc1ccc(CN(CCN)C2CC(C)N(C)CC2C)cc1 (stereo unspecified)	?	70%[activator]	16%	-9%	4%	17%[57.1 µM]	-4%	-13%	2%
C(=N\n1cnnc1SCc1ccccc1)/c1ccco1	-23%	26%	11%	0%	-14%	?	-2%	0%	6%
COC(=O)c1cc2occc2n1Cc1nc(-c2cccc(Cl)c2)oc1C	0%&-11%	35%&51%	-3%&-4%	-6%&-5%	-14%&-24%	-15%&3%	-3%	-15%&-28%	0%&4%
CCOc1ccc2nc(NCCNC(=O)C(C)C)c(C)cc2c1	2%	54%[activator]	-2%	1%	16%	-23%	4%	2%	-7%
CCNC(=O)c1cccc(NC(=O)CC2SC(N3CCCCC3)=NC2=O)c1 (stereo unspecified)	-8%	6%	3%	0%	-14%	18%	-5%	-7%	-2%
O=C(CCC(=O)N1CCOc2ccccc21)NC1CCN(Cc2ccccc2)CC1	-9%	27%	-2%	8%	4%	-1%[57.1 µM]	10%	29%	-4%
Cc1ccc2oc(=O)c(/C=C(\O)CC(C)C)nc2c1	-17%	18%	-14%	?	28%	-32%	-5%	-7%	11%
Cc1cc(N2CCCCCC2)nc(-c2ccccc2O)n1	72%[activator]	224%[activator]	9%	0%	-6%	87%[activator]	-6%	3%	-10%
O=C(CN(C1CCCCC1)C1CCCCC1)N1CCc2ccccc2C1	6.3µM*	-53%	-2%	8%	7%	-25%	-2%	?	?
Cc1ccc(C)c(CN2C(=O)c3ccccc3S(=O)(=O)c3ccc(C(=O)N4CCc5ccccc54)cc32)c1	-29%	6%	-5%	6%	-13%	17%	.	-13%	33%[activator]
Cn1c(=O)c2c(nc(N3CCCCCC3)n2CC(=O)c2ccccc2)n(C)c1=O	4%[11.4 µM]	-20%	-3%	-12%	8%[11.4 µM]	-5%	-3%	0%&-9%	-12%

# Some of the compounds tested (hit frequency here may not be typical).
